PfHsp40 rescue: rescue of PfHsp40-mediated yeast toxicity; S. cerevisiae expressing PfHsp40, growth rescue, ATP luminescence; growth rescue, % at 12.5 µM; 340,000 compounds, 0.68% hits; in the data active means growth rescue above about 28%, passing the limit was not always enough; inconclusive means no clear call, values can overlap the other calls;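 further: yeast W303a lacking pdr1 and pdr3 grown in galactose medium; growth measured after three days at 30 °C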
BoNT-F LC inh: BoNT F light chain protease inhibition; Multiplex microsphere protease cleavage assay, flow cytometry; 360,000 compounds, 0.22% hits; inhibition, % at 10 µM; in the data active means inhibition above about 35%, passing the limit was not always enough; inconclusive means no clear call, values can overlap the other calls; further: plate controls were buffer without enzyme for full effect and enzyme alone for no effect
TcdB GH inh: blocks C. difficile toxin B glycohydrolase activity. P18177. inhibition, % at 9.99 µM. TcdB glycohydrolase enzymatic assay, plate reader. 350,000 compounds, 0.24% hits; in the data active means inhibition above about 10%
CCHFV vOTU inh: blocks the CCHF virus ovarian tumor domain protease. AID 651958. inhibition, % at 11.5 µM. 370,000 compounds, 0.55% hits. CCHFV vOTU protease, Pep-AMC fluorescence; in the data active means inhibition above about 30%; further: 0% = vehicle wells with enzyme and 100% = no enzyme wells
Anthrax LF prot: inhibitors of Bacillus anthracis lethal factor protease. P15917. 360,000 compounds, 0.12% hits. inhibition, % at 10 µM. multiplex microsphere protease cleavage assay, LF; further: plate controls were buffer without enzyme for full effect and enzyme alone for no effect
Target sequence (P15917 whole entry, looked up): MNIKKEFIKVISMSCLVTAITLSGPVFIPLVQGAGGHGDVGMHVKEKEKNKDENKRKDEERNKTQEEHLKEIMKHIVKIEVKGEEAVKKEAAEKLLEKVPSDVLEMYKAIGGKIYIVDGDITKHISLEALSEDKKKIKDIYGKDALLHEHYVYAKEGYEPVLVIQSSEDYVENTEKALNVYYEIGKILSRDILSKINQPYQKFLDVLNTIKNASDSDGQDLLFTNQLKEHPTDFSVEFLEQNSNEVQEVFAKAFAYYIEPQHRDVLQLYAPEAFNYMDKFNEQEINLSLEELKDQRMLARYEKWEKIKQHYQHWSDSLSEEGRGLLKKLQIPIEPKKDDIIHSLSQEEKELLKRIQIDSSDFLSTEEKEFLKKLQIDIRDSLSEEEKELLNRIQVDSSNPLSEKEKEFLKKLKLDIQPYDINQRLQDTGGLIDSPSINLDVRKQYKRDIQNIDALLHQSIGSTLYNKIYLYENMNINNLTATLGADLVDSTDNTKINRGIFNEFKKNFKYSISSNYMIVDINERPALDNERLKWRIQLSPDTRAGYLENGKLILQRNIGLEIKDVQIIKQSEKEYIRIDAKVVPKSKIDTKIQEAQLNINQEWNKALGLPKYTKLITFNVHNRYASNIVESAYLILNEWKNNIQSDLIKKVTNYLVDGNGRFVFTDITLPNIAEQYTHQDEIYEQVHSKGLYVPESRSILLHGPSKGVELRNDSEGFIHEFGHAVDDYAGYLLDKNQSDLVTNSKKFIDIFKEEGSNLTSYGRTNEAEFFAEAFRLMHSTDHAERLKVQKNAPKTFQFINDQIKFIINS
Y pestis TopoI: Y. pestis Topo-I inhibition via cleavage products; Y. pestis Topo-I cleavage product accumulation, plate reader; activity, % at 10 µM; 360,000 compounds, 0.064% hits; AID 504884; in the data active means activity above about 50%, passing the limit was not always enough; inconclusive means no clear call, values can overlap the other calls; further: inactives centre near 2
PrPC TRFRET: reduces human prion protein on the cell surface | inhibition, % at 13.8 µM | cell surface PrPC, TR-FRET read-out | 370,000 compounds, 0.43% hits | P04156; in the data active means inhibition above about 24%; further: 0% = median of the test wells and 100% = reference compound wells
BoNT-A LC inh2: BoNT A light chain protease inhibition; inhibition, % at 10 µM; multiplex microsphere protease substrate cleavage, flow cytometry; 360,000 compounds, 0.17% hits; further: plate controls were buffer without enzyme for full effect and enzyme alone for no effect
FadD28 FP inh: inhibitors of Mycobacterium tuberculosis FadD28 bisubstrate binding; FadD28 bisubstrate probe binding, fluorescence polarization; 360,000 compounds, 0.22% hits; AID 588549; inhibition, % at 12.5 µM; in the data active means inhibition above about 8.5%, passing the limit was not always enough; inconclusive means no clear call, values can overlap the other calls
Numbers without * were called inactive; ? = inconclusive; nt = not tested or not shown; & = joins results of further samples. Unless noted, no stated cut-off is given here; in the data, active means inhibition above about 30%; inconclusive means no clear call, values can overlap the other calls; inactive means below that.

The first 3 entries as a preview:
SMILES	PfHsp40 rescue	BoNT-F LC inh	TcdB GH inh	CCHFV vOTU inh	Anthrax LF prot	Y pestis TopoI	PrPC TRFRET	BoNT-A LC inh2	FadD28 FP inh
Cc1ccccc1CN1C(=O)c2ccccc2Sc2ccc(C(=O)O)cc21	-1.0	-2	1.2	11	-6	10	-4	0.8	1.4
COc1ccc(NC(=O)COC(=O)CNC(=O)c2cc(OC)c(OC)c(OC)c2)cc1	-1.1	-2	nt	20	-3	3	-1	-0.2	-3.1
Clc1cccc(CN2CCSCC2)c1	-1.6	2	0.6	-8	18	4	5	-4.6	-0.6

This part in full (from the top)
SMILES	PfHsp40 rescue	BoNT-F LC inh	TcdB GH inh	CCHFV vOTU inh	Anthrax LF prot	Y pestis TopoI	PrPC TRFRET	BoNT-A LC inh2	FadD28 FP inh
Cc1ccccc1CN1C(=O)c2ccccc2Sc2ccc(C(=O)O)cc21	-1.0	-2	1.2	11	-6	10	-4	0.8	1.4
COc1ccc(NC(=O)COC(=O)CNC(=O)c2cc(OC)c(OC)c(OC)c2)cc1	-1.1	-2	nt	20	-3	3	-1	-0.2	-3.1
Clc1cccc(CN2CCSCC2)c1	-1.6	2	0.6	-8	18	4	5	-4.6	-0.6
CCC(CC)C(=O)N(C)c1c(C)nc2c(OCc3ccc(C(F)(F)F)cc3)cccn12	nt	0	2.3	25	-3	22	16	-0.1	-28
COc1ccc(OCc2cc(C(=O)N(C)C3CCOCC3)no2)c2ccccc12	2.2	-4	-0.9	13	0	7	-2	-3.7	-1.2
O=C(Nc1ccc(Cl)c(Cl)c1)c1ccccc1	4.9	-7	2.5	2	-7	-6	6	-0.4	-4.0
Cc1ccc(NC(=O)Cn2c(=O)oc3ccccc32)cc1Cl	-0.3	?	-1.8	-6	-15	4	0	-0.8	-1.0
COc1ccc(OC)c(C2NC(=O)NC(C)=C2C(=O)Nc2ccc(C)cc2C)c1 (stereo not given)	-0.2	1	nt	5	0	7	7	0.7	-0.7
COc1ccc(OC)c(C(=O)CCCC(=O)c2cc(OC)ccc2OC)c1	3.5	-7	0.8	9	23	10	-1	-2.1	0.4
O=C(COC(=O)c1cc(S(=O)(=O)N2CCOCC2)ccc1F)Nc1ccc2c(c1)OCO2	0.4	-9	-0.8	0	-1	-10	-6	-0.4	-2.3
COc1cccc(-c2ccc(SCC(=O)N3CCOCC3)nn2)c1	-1.5	2	-3.1	4	-2	5	3	0.2	-0.7
O=C(CSc1ncc(C(F)(F)F)cc1Cl)NCC1CCCO1 (stereo not given)	-1.8	-5	1.8	-12	-2	14	4	0.0	-0.9
CC(=O)Nc1ccc(S(=O)(=O)Oc2cccc(N3C(=O)C4CCCCC4C3=O)c2)cc1 (stereo not given)	1.8	-12	nt	-3	-9	5	3	-0.2	-7.2
CC(C)n1c(O)c(N=NC(=O)Cn2ccc(C(F)(F)F)n2)c2ccccc21	-1.0	0	nt	-21	1	7	-8	0.5	-1.2
COC(=O)/C(C#N)=C/c1ccc(-c2ccc(S(N)(=O)=O)cc2)o1	-2.1	-6	2.6	-1	4	-14	-9	0.9	-3.2
Cc1ccc(C(=O)NCCNC(=O)c2cnccn2)cc1	-1.4	-15	0.7	-19	-6	-9	2	-1.3	-0.5
O=C(c1cccc(Oc2ccc([N+](=O)[O-])cc2)c1)N1CCOCC1	-0.8	8	-0.9	-2	3	4	-11	-2.5	-0.4
O=C(OCn1nnc2ccccc2c1=O)C12CC3CC(CC(O)(C3)C1)C2	0.1	-1	-8.8	-9	3	-6	2	-0.6	-0.5
CC1(C)N=C(N)NC(Nc2ccccc2)=N1	0.2	-3	nt	-6	-2	-5	-1	0.4	-3.9
O=C(O)[C@H]1CCCC[C@H]1C(=O)Nc1ccc(Nc2ccccc2)cc1	0.0	-19	nt	8	-2	3	-18	-0.3	-2.5
CCC(=O)Nc1cccc(C2=NOC3(C2)C[C@H](C(N)=O)N(C(=O)c2ccc(Cl)cc2)C3)c1 (stereo not given in full)	-1.2	-1	-8.3	3	1	6	-4	0.3	-0.6
COCOc1ccc(-c2oc3c(C/C=C(\C)CCC=C(C)C)ccc(O)c3c(=O)c2OCOC)c(OCOC)c1	nt	-4	nt	nt	-4	5	nt	0.2	0.6
O=S(=O)(NN=C1CCCCCC1)c1ccc(Cl)cc1	-1.1	-6	1.4	11	-1	13	5	-1.3	3.1
Cc1cccc(-n2nnc3cnn(C)c3c2=O)c1	-1.0	2	nt	-2	0	4	11	0.1	1.1
O=CNc1c(Cl)cc2c(c1Cl)Cc1cc([N+](=O)[O-])ccc1-2	-0.4	2	-0.4	3	1	-7	-10	1.1	-3.4
CCOC(=O)N1CCC(N(CCN(C)C)C(=S)Nc2cc(C)cc(C)c2)CC1	-0.8	2	0.5	4	0	5	-7	0.3	-1.9
CN(C[C@H](Cc1ccccc1)N(C[C@H](Cc1cccc2ccccc12)N(CCc1ccccc1)N=O)N=O)N=O	7.3	-8&-1	1.2	-1&6	3&-2	16	-5&0	0.3&0.3	-1.9
CCN(CC)CC(=O)c1c[nH]c2ccccc12	4.0	-11	nt	15	3	-1	-1	-4.1	1.3
O=C(C1CCCN(Cc2ccc(Cl)cc2)C1)N1CCCCC1 (stereo not given)	-0.1	1	1.1	4	5	-7	6	-2.0	-1.5
O=C(NNC(=O)c1cc(OCC(F)(F)F)ccc1OCC(F)(F)F)c1ccc(Cl)c(Cl)c1	-1.3	-10	nt	17	-2	-3	8	-0.4	-3.6
O=C(COC(=O)c1cccc(NC(=O)c2ccco2)c1)c1ccc(Br)cc1	-0.5	-6	nt	2	-7	2	-2	-1.3	-6.9
O=C(CN1CCOCC1)Nc1nc2ccc(Cl)cc2s1	-1.6	?	0.9	-5	-5	-6	7	-5.8	0.7
CCOC(=O)[C@]12CCCC=C1N(Cc1ccco1)C(=O)[C@H](CC(=O)NCC1CCCCC1)C2	nt	-1	1.2	20	-13	nt	-5	-0.5	nt
O=C(O)CC/C(=N/NC(=O)CNC(=O)Cc1ccc(Cl)cc1)c1ccccc1	1.8	nt	0.0	-4	nt	-1	-3	nt	-1.7
O=C(CCSc1nnc(-c2ccco2)o1)Nc1ccccc1	-0.9	3	nt	-4	-2	-1	9	0.7	-0.5
Cc1ccc(C(C(=O)NC2CCCC2)N(C(=O)c2csnn2)c2cccc(F)c2)o1 (stereo not given)	0.6	26	0.6	10	0	-5	12	0.8	-2.2
COC(=O)COc1ccc(/C=N/NC(=O)c2ccc(N(Cc3ccccc3)S(C)(=O)=O)cc2)cc1	1.0	-2	1.1	1	1	5	-5	0.2	-1.4
CCOC(=O)c1cccc(NC(=O)CCn2cccc2)c1	-0.8	8	nt	-2	22	-2	5	9.1	-2.2
CCN(CC)C(=O)c1cccc2c1C(=O)c1ccccc1-2	-0.3	-1	nt	-2	0	6	-27	1.2	-1.0
CC(=O)NC1CCCN(O)C(=O)/C=C(\C)CCOC(=O)C(NC(C)=O)CCCN(O)C(=O)/C=C(\C)CCOC(=O)C(NC(C)=O)CCCN(O)C(=O)/C=C(\C)CCOC1=O (stereo not given)	nt	-11	nt	nt	-3	26	nt	-0.6	0.8
CCCOc1cccc(/C=N/NC(=O)c2csc(C)c2C)c1	-1.9	6	nt	16	0	27	8	-0.3	-4.2
CCCCn1c(O)c(C(C)=Nc2ccc3c(c2)CCC3)c(=O)[nH]c1=O	-0.5	?	0.7	-11	-9	4	7	0.1	-3.3
O=C(NCCc1ccc(F)cc1)c1ccncc1	-1.2	-3	0.8	1	0	-4	-3	-3.1	-1.3
CCOc1ccc(NCc2cc3cc(OC)ccc3[nH]c2=O)cc1	0.6	-11	1.8	-1	-4	2	-11	3.9	-2.4
CCC(=O)Nc1nc(C)c(-c2csc(Nc3ccccn3)n2)s1	1.0	-11	1.2	9	-2	-5	-5	-0.4	-2.5
Cc1cc(C)n2c(Nc3ccc4c(c3)OCCO4)c(CCc3ccccc3)nc2n1	nt	4	0.2	0	1	nt	6	-0.3	nt
COc1ccc(N2CCOCC2)c(NC(=O)c2ccco2)c1	0.6	0	0.5	-4	7	7	-9	-1.9	-2.7
CC(C)(C)c1ccc(NC(=O)Nc2ccc3ccccc3n2)cc1	-0.5	?	0.4	-10	4	-4	4	-0.6	-3.0
COc1ccc(CC(=O)Nc2c(C(N)=O)oc3ccccc23)cc1	0.9	-3	1.3	-9	2	-8	0	-1.1	-4.6
O=C(NCC(=O)N1CCCCCCC1)c1ccccc1Br	-0.6	-4	1.7	-6	2	4	5	1.1	-2.8

Carrying on.
SMILES	PfHsp40 rescue	BoNT-F LC inh	TcdB GH inh	CCHFV vOTU inh	Anthrax LF prot	Y pestis TopoI	PrPC TRFRET	BoNT-A LC inh2	FadD28 FP inh
CN(C)c1ccc(C(=S)N2CCN(C(=S)Nc3cccc4ccccc34)CC2)cc1	-0.7	-3	0.4	0	-2	7	-1	-0.7	-0.8
Clc1ccc(NN(Cc2ccncc2)c2ccc(Cl)cc2)cc1	nt	-6	-0.3	8	3	7	10	-0.9	-3.6
COc1ccc(C2=NOC(CNC(N)=S)C2)cc1 (stereo not given)	-0.1	24	0.9	0	-7	-9	5	1.6	-3.4
CSc1ccccc1NC(=O)COc1nsnc1N1CCOCC1	2.7	15	-0.3	-7	4	7	8	-0.6	-1.4
COc1cccc(C2CC(=O)Nc3cc(C)c(C)cc32)c1 (stereo not given)	nt	-1	0.0	13	4	17	12	-0.2	-4.9
CCC12CN3CCN(CC(C3)/C1=N/NC(=O)c1ccncc1)C2	-0.5	4	-11	3	-1	-3	7	-0.4	1.2
C=CCN(C/C(=N\O)c1sc(C(=O)OCC)nc1C)c1cccc(Br)c1	8.6	1	nt	1	-5	15	0	-0.2	-7.1
Cc1nn(Cc2ccc(C(=O)N3CCCC3)o2)c(C)c1[N+](=O)[O-]	-0.9	6	3.1	-2	1	-8	0	-1.1	0.7
Cn1cnnc1SCC(=O)c1cc2ccccc2o1	-0.4	1	-0.2	0	0	-2	7	1.1	-1.1
O=C(O)CCC(=O)N1CCc2cc(S(=O)(=O)N3CCCCC3)ccc21	-1.1	4	0.1	nt	1	3	nt	0.4	1.1
CN(CC(=O)Nc1ccc(F)cc1)C(=O)c1cccc(S(=O)(=O)N2CCN(c3ccc(F)cc3)CC2)c1	-1.7	19	2.6	4	-1	2	5	4.9	-7.9
Cc1cccc(NC(=O)c2ccoc2C)n1	0.4	6	nt	-3	-2	-3	-3	-0.1	-2.0
CC(NC(=O)Nc1ccccn1)N1C(=O)C2C3C=CC(C3)C2C1=O (stereo not given)	2.3	-5	nt	-1	-10	1	4	0.1	-0.9
CCOc1ccc(NC(=O)c2ccc3c(=O)n4c(nc3c2)CCCCC4)cc1	-0.5	5	0.4	5	5	-5	1	0.3	-0.9
COc1ccc(C(=O)NCC(=O)c2ccccc2)cc1	-0.7	?	1.3	-10	-5	16	2	-0.7	-0.4
CCOc1ccccc1NC(=S)C(=C([O-])c1ccc2c(c1)OCCO2)[n+]1ccc(CC)cc1	nt	-2	-0.4	14	18	24	-16	6.5	0.5
CN1CCc2ccccc2C1C1CCNCC1 (stereo not given)	-0.8	-9	nt	-11	-1	-3	-5	-4.9	-0.3
Cc1ccccc1N	0.0	-4	-0.3	-6	0	4	2	0.7	-2.2
Cn1c(=O)c2c(ncn2CC(=O)OCC(=O)Nc2cc(Cl)ccc2Cl)n(C)c1=O	0.1	0	nt	-8	1	2	-4	-0.1	-2.8
O=S(=O)(NCCc1csc(-c2cccnc2)n1)c1cc(F)ccc1F	3.9	-3	0.6	-6	-4	-6	-2	-1.0	2.1
CSc1ccc(C(=O)/C=C/c2ccc(N)cc2)cc1	1.1	4	nt	12	6	-1	6	7.8	-3.8
CNc1oc(-c2cccs2)nc1C#N	2.5	-10	nt	-229	1	-2	-1	-0.1	-2.4
O=C(COc1cccnc1[N+](=O)[O-])Nc1ccc2c(c1)OC(F)(F)O2	1.7	-1	0.3	-5	1	-4	-2	-0.5	-2.8
CCC1NC(=O)c2cc3ccccc3cc2-n2c1nc1ccc(OC)cc1c2=O (stereo not given)	nt	2	2.0	-10	4	3	-2	-0.1	-0.4
CC1=C(C(=O)N2CCCC(N3CCN(c4ccccc4F)CC3)C2)OCCO1 (stereo not given)	-1.2	-5	2.0	0	2	6	1	0.9	0.1

Assay outcomes deposited in PubChem by several laboratories.
